Bioassay records as filed in PubChem BioAssay.
A549 viability: kills or reduces viability of A549 cells in Nrf2 counter-screen; A549 ARE-Fluc cells, CellTiter-Fluor viability, 18-24 h; Potency, µM (doses to about 46 µM), for inactives: at the top dose activity change, negative = cytotoxicity, most hits filed as inhibitors; hit rate 0.16% among 390,000; AID 504648; also: potency is read from the fitted curve at half-maximal effect; % is scaled to controls: 0 for no effect and ±100 for the full control effect
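A549 ARE-Fluc cells in 5% FBS OPTI-MEM, 5000 cells/well, rested 2 h then exposed to compounds in concentration-response for 18-24 h at 37 °C. Viability by CellTiter-Fluor fluorescence (Ex 405/Em 525) after 30 min; luciferase luminescence (BugLite, 15 min, RT) read afterwards.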
HepG2 tox: HepG2 cytotoxicity, counter-screen for TGF-b inhibitors. HepG2 CAGA-GFP viability, ATP luminescence, 18 h. Potency, µM (top dose mostly 46.1 µM), without a hit: at the highest dose activity change, negative = cytotoxicity, hits mostly cytotoxic. hit rate 0.76% among 410,000. AID 588856; also: potency is read from the fitted curve at half-maximal effect; some results filed as inactive show a strong effect at the top dose
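HepG2 CAGA-GFP cells (1000/well, DMEM with 1% FBS) received compound, then TGF-beta at 500 pg/mL final, and were incubated 18 hours at 37 degrees C. Viability was read by CellTiter-Glo luminescence. Media-only wells were set as complete cell-killing and DMSO as no toxicity.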
IL-2 act: IL-2 activation; hit rate 0.065% among 360,000; IL-2 activation reporter assay, cell-based qHTS; stimulated with anti-CD3/CD4/CD28 beads; in transgenic mouse T cells; activation, % (series mostly up to about 46 µM); in the data active = activation above about 50%; inconclusive = mostly about 30% to 49%; also: 0% is about no effect
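Using fluorescent plate cytometry, EGFP and DsRed are detected in transgenic mouse T cells stimulated 18 h at 37 degrees C with antibody-coated beads after 60 min compound pretreatment.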
ATXN viability: reduces viability in counter-screen for ATXN expression inhibitors; S2 cells (HEK-293 line with an ATXN2-luciferase reporter) viability, CellTiter-Fluor protease fluorescence, 24 h; Potency, µM (highest dose often 56.7 µM), most hits filed as cytotoxic; hit rate 0.49% among 400,000; AID 651635; also: potency is read from the fitted curve at half-maximal effect; nearly all actives have a fitted effect of over 40% in size
ATXN2 expr inh: reduces ATXN2 reporter expression in HEK-293 cells; HEK-293 ATXN2-luciferase reporter, luminescence, 24 h; Potency, µM (doses to about 57 µM), for the others: at the highest dose activity change, negative = inhibition, hits mostly inhibitors; hit rate 0.72% among 360,000; AID 1745845; also: potency is read from the fitted curve at half-maximal effect; % is scaled to controls: 0 for no effect and ±100 for the full control effect; nearly all actives have a fitted effect of over 55% in size
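qHTS (up to 57 uM final) was run with 24 h compound exposure of reporter cells at 37 °C. Each well was multiplexed: SteadyGlo luminescence measured ATXN2-luciferase expression after a fluorogenic Gly-Phe-AFC viability readout (25 uM final).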
Nrf2 inh: Nrf2 pathway inhibition; hit rate 2.1% among 360,000; Potency, µM (highest dose often 46 µM), without a hit: top-dose activity change, negative = inhibition, usual class: inhibitors; A549 ARE-Fluc reporter, luciferase luminescence, 18-24 h; also: potency is read from the fitted curve at half-maximal effect; % is scaled to controls: 0 for no effect and ±100 for the full control effect; nearly all actives have a fitted effect of over 60% in size
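Reporter: ARE-Fluc in A549. Exposure: 18-24 h, 37 °C, 5% CO2, 5% FBS OPTI-MEM. Readouts: fluorescent cytotoxicity (CellTiter-Fluor), then luminescent Nrf2 signal after BugLite.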
EPAC2 agonist: agonists of human EPAC2 (RAPGEF4); Potency, µM (doses to about 154 µM), without a hit: top-dose activation, most hits filed as activators; hit rate 0.079% among 360,000; AID 720711; EPAC2 activation, biochemical qHTS; response scale: 100% = 6.5 mM cAMP response; also: potency is read from the fitted curve at half-maximal effect; nearly all actives have a fitted effect of over 50% in size
Target sequence (Q8WZA2 whole entry, looked up): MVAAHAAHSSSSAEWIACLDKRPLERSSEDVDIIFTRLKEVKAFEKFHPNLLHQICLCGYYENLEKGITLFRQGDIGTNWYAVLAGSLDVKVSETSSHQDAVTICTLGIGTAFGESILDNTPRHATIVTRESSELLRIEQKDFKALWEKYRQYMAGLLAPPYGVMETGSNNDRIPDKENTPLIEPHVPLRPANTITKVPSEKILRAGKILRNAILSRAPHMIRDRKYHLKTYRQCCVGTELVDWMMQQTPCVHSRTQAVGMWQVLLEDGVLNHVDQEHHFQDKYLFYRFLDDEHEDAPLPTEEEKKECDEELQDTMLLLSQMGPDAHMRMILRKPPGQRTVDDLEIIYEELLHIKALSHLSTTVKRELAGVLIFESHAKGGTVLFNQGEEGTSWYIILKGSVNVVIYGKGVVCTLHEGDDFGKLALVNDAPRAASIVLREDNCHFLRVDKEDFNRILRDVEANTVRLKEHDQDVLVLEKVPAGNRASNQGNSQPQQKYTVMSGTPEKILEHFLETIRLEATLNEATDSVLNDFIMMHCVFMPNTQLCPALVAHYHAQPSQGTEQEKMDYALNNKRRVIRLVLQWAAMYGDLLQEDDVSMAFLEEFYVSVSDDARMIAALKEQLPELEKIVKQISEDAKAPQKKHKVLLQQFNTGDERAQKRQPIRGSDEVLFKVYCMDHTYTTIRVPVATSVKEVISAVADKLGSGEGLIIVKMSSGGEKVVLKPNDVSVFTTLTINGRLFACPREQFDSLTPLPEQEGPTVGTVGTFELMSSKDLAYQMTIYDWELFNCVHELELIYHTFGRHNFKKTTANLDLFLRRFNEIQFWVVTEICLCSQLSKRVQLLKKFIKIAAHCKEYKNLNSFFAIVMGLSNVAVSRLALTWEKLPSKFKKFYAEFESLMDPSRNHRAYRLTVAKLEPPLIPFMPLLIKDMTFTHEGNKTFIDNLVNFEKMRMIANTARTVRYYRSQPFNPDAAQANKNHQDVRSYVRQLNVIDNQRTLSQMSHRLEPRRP
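In this primary screen, activation is scored as increased exchange of BODIPY-GDP from Rap1B by 100 nM EPAC2, with 50 uM GDP as competitor. Signal is normalized to the 6.5 mM cAMP agonist control.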
TGFb SMAD3 inh: inhibitors of TGF-b signaling; HepG2 CAGA-GFP TGF-b/SMAD3 reporter, GFP fluorescence, 18 h; TGF-beta stimulated, 500 pg/mL final; Potency, µM (titrated, usually from 46.1 µM), for the others: at the top dose activity, negative = inhibition, most hits filed as inhibitors; hit rate 1.2% among 410,000; also: potency is read from the fitted curve at half-maximal effect; % is scaled to controls: 0 for no effect and ±100 for the full control effect; nearly all actives have a fitted effect of over 65% in size
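TGF-beta reporter screen: HEPG2 CAGA-GFP, 1% FBS, 500 pg/mL TGF-beta final, 18 h; per-cell GFP summed per well; curves fitted and categorized by class.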
Nrf2 ARE act: Nrf2 pathway activation; AREc32 ARE-luciferase reporter (MCF7-derived line), luminescence, 24 h; Potency, µM (series often up to 46.1 µM), without a hit: at the highest dose activation, usual class: activators; hit rate 0.31% among 410,000; also: potency is read from the fitted curve at half-maximal effect; % of control where 0% means no effect; nearly all actives have a fitted effect of over 65% in size
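AREc32 cells carrying an ARE-driven firefly luciferase, 1000 cells/well in OPTI-MEM with 5% FBS, dosed after overnight attachment and incubated 24 hr at 37 deg C. Steady-Glo luminescence read after 30 min at RT.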
An asterisk follows results filed as active; i = inactive; ? = inconclusive; nt = no result given; & = joins results of further samples; [ ] = another dose, or the depositor's remark. Unless noted, calls follow the shape of the dose curve; as a rule, active = well fitted curve in the direction sought with a large enough effect; inconclusive = small, poorly fitted or top-dose-only effect, or another doubt; inactive = no such curve, though single readings can be large; an effect the other way counts as inactive or inconclusive.

SMILES	A549 viability	HepG2 tox	IL-2 act	ATXN viability	ATXN2 expr inh	Nrf2 inh	EPAC2 agonist	TGFb SMAD3 inh	Nrf2 ARE act
CCOC(=O)[C@@H]1[C@H]2COc3cc(OC)ccc3[C@H]2N2C(=O)N(c3cccc(F)c3)C(=O)[C@]12C	1%	-4%	0.7	i	-7%	-18%	17%	-13%	-1.9%
S=C(NCC1CCCO1)Nc1cccc(Cl)c1 (stereo not drawn)	-2%	15%	-0.7	i	-8%	2%	9%	-24%	0.8%
COc1ccc(NC(=O)C2c3cc(OC)c(OC)cc3C(=O)N(C)C2c2cccnc2)cc1OC (stereo not drawn)	-5%	-4%	-1.9	?	-7%	-7%	0%	0%	-0.1%
O=C(O)CCC(=O)NNc1ncnc2ccccc12	-1%	0%	-1.8	i	6%	21%	4%	3%	4.3%
C=CC[n+]1c(-c2ccc(OCC)cc2)csc1NNC(=O)Nc1ccccc1	-6%	-29%	-0.6	i	-19%	15µM*	6%	?	13%
COc1ccc(Nc2nc3c(S(=O)(=O)c4ccc(Br)cc4)nnn3c3ccsc23)c(OC)c1	-1%	-6%	nt	nt	nt	?	nt	18%	-1.6%
COc1cc(C(c2c(C)[nH][nH]c2=O)c2c(C)[nH][nH]c2=O)ccc1OC(C)C	-7%	0%	0.3	i	-2%	13%	-5%	-16%	6.2%
O=C(Cc1cccs1)N1CCN(c2cccc(Cl)c2)CC1	2%	13%	-0.4	i	3%	0%	-2%	3%	-0.2%
CC1CCN(C(=O)COC(=O)C2CCN(S(=O)(=O)c3ccc4c(c3)OCCO4)CC2)CC1	0%	0%	-0.6	i	-1%	-6%	1%	-19%	0.2%
CCc1ccc(NC(=S)N(CCC(C)C)C2CCN(C(C)=O)CC2)cc1	0%	-1%	1.1	i	4%	9%	-7%	5%	-0.5%
CC(N=C1CC(C)(C)CC(=O)/C1=C(/O)CCCN1C(=O)c2ccccc2C1=O)C(=O)O (stereo not drawn)	3%	15%	-0.1	i	1%	10%	1%	0%	-2.8%
COc1cccc(OC)c1C(=O)Nn1c(-c2cccc(C)c2)nc2ccccc2c1=O	?	-5%	1.2	i	-32%	?	6%	-2%	9.7%
O=C1CCC(=O)N1CNc1cccnc1	10%	-48%	1.2	i	2%	6%	10%	23%	-0.4%
N#Cc1ccc(C(=O)NC2CCCCCCC2)cc1	3%	-9%	0.1	i	59%[activator]	?	2%	-9%	2.4%
Cc1csc(NC(=O)Nc2ccc(Cl)cc2)n1	8%	-28%	-3.6	i	20%	22%	0%	0%	3.8%
OCCNC(=S)Nc1cccc(Cl)c1Cl	1%	-25%	-4.3	i	-6%	3%	10%	-15%	-0.6%
COc1cc(/C=C2\SC(=S)N(CCC(=O)N3CCCCC3)C2=O)cc(OC)c1OC	?	-2%	-0.7	?	?	?	9%	1%	?
COc1cc(/C=N/Nc2nc(Nc3ccccc3)nc(N3CCOCC3)n2)ccc1OC(=O)c1ccco1	7%	-32%	-1.1	i	2%	-26%	6%	43%[activator]	4.4%
COc1ccc(CC(=O)Nc2ccc(F)c(F)c2F)cc1S(=O)(=O)N1CCOCC1	0%	13%	0.1	i	12%	5%	-7%	-1%	-0.6%
Cc1c(OCC(=O)N2CCC(C(=O)O)CC2)ccc2c3c(c(=O)oc12)CCC3	10%	-17%	0.0	i	-4%	6%	16%	-5%	-0.6%
O=C(N/N=C/c1cccs1)c1cccc(S(=O)(=O)Nc2ccc(Cl)cc2)c1	-10%	-32%	-1.6	?	?	?	1%	-32%	7.8%
CN1N=C(C(C)(C)C)CSC1=Nc1ccccc1	-1%	2%	-1.0	i	25%	1%	7%	-9%	-0.3%
COc1ccc(-c2ccc3c(N)c(C(=O)c4ccc(OC)c(OC)c4)sc3n2)cc1	6%&-6%	-25%&-49%	7.0	i	11%&-6%	11%&7%	3%	?	10%&8.4%
COc1ccc(-c2c(C)nc3c(-c4ccccn4)cnn3c2N)cc1	0%	-37%	-6.3	i	48%[activator]	?	-2%	11µM*	-0.7%
CCc1ccc(N2CC(C(=O)Nc3nccs3)CC2=O)cc1 (stereo not drawn)	3%	-5%	-2.0	i	-3%	nt	10%	14%	5.3%

Copied from the list.
Under ATXN2 expr inh, O=C1CCC(=O)N1CNc1cccnc1 reads 2%
Under HepG2 tox, O=C(O)CCC(=O)NNc1ncnc2ccccc12 reads 0%
Under TGFb SMAD3 inh, COc1ccc(CC(=O)Nc2ccc(F)c(F)c2F)cc1S(=O)(=O)N1CCOCC1 reads -1%
Under Nrf2 inh, OCCNC(=S)Nc1cccc(Cl)c1Cl reads 3%
Under A549 viability, CCOC(=O)[C@@H]1[C@H]2COc3cc(OC)ccc3[C@H]2N2C(=O)N(c3cccc(F)c3)C(=O)[C@]12C reads 1%
Under IL-2 act, COc1ccc(-c2ccc3c(N)c(C(=O)c4ccc(OC)c(OC)c4)sc3n2)cc1 reads 7.0
Under TGFb SMAD3 inh, Cc1c(OCC(=O)N2CCC(C(=O)O)CC2)ccc2c3c(c(=O)oc12)CCC3 reads -5%

3 of these compounds in another layout.
compound | A549 viability | HepG2 tox | IL-2 act | ATXN viability | ATXN2 expr inh | Nrf2 inh | EPAC2 agonist | TGFb SMAD3 inh | Nrf2 ARE act
OCCNC(=S)Nc1cccc(Cl)c1Cl | 1% | -25% | -4.3 | i | -6% | 3% | 10% | -15% | -0.6%
COc1cc(/C=C2\SC(=S)N(CCC(=O)N3CCCCC3)C2=O)cc(OC)c1OC | ? | -2% | -0.7 | ? | ? | ? | 9% | 1% | ?
COc1cc(/C=N/Nc2nc(Nc3ccccc3)nc(N3CCOCC3)n2)ccc1OC(=O)c1ccco1 | 7% | -32% | -1.1 | i | 2% | -26% | 6% | 43%[activator] | 4.4%

(continued)
SMILES	A549 viability	HepG2 tox	IL-2 act	ATXN viability	ATXN2 expr inh	Nrf2 inh	EPAC2 agonist	TGFb SMAD3 inh	Nrf2 ARE act
COc1cc(OC)cc(C(=O)NCc2ccc3c(c2)OCO3)c1	-3%	19%	-0.6	i	20%	-3%	12%	27%	0.3%
O=C1c2ccccc2C(=O)C1c1ccnc2ccccc12	-15%	-2%	-2.0	i	-41%	?	2%	15%	?
COc1ccc(-c2c(C(=O)c3ccccc3)[nH]c(N)c2C(=O)c2ccc(Br)cc2)cc1OC	nt	nt	-0.9	?	-8%	nt	2%	nt	4.5%
CC(OC(=O)CCCc1nc2ccccc2s1)C(=O)NC(N)=O (stereo not drawn)	3%	-1%	0.7	i	10%	6%	9%	-3%	0.8%
O=C(OCc1nnc(-c2ccccc2)o1)c1cc([N+](=O)[O-])ccc1Cl	2%	-1%	0.5	i	-21%	-5%	11%	?	0.1%
COc1ccc(Cc2nnc(NC(=O)c3ccccc3F)s2)cc1	-15%	-2%	1.0	i	3%	3%	5%	-15%	6.2%
CCOC(=O)c1ccc(CN(Cc2ccccc2C)S(=O)(=O)c2ccc(C(C)(C)C)cc2)cc1	-3%	1%	nt	nt	nt	nt	nt	1%	3.9%
CC#CC(=O)N1CCCC(Cc2cccc(OC)c2)(C(=O)OCC)C1 (stereo not drawn)	0%	-48%	1.9	i	31%	?	9%	-24%	14%
Cn1c(SCC(=O)c2ccc3c(c2)OCO3)nnc1C1COc2ccccc2O1 (stereo not drawn)	-12%	9%	-1.4	i	0%	?	-9%	27%	-0.2%
COc1ccc(-c2c(N)cnc(C(=O)O)c2C)c(OCc2ccccc2)c1OC	nt	-11%	0.8	i	nt	nt	1%	1%	0.4%
CN1CCN(C(=O)c2ccccc2NC(=O)COc2ccccc2Cl)CC1	-2%	31%	-1.4	?	28%	18%	-1%	0%	-0.3%
CNc1nc(-c2ccccc2)nc(-c2ccc(OC)cc2)c1C#N	-5%	-3%	0.1	i	-13%	?	4%	-5%	-1.0%
Cc1c(C(=O)O)cccc1-n1c(C)cc(/C=N/NC(=O)c2cc3ccccc3o2)c1C	-1%	1%	1.6	i	2%	3%	6%	15%	-1.8%
Cn1cnnc1Sc1cc(N2CCN(S(=O)(=O)c3ccccc3)CC2)ccc1[N+](=O)[O-]	-21%	0%	-1.4	i	3%	-16%	4%	-14%	13%
CCOC(=O)c1cccc(NC(=O)N2CC(CC)Oc3ccccc32)c1 (stereo not drawn)	-4%	4%	nt	nt	nt	2%	nt	?	2.8%
O=C(CNc1cc(S(=O)(=O)N2CCCC2)ccc1OCC(F)(F)F)Nc1cccc(C(F)(F)F)c1	-19%	-11%	-0.5	i	-21%	7.3µM*	-2%	?	-0.7%[9.22 µM]
O=C(NNS(=O)(=O)c1ccccc1)C1CCN(S(=O)(=O)c2ccc(Cl)cc2)CC1	-13%	3%	-1.5	i	1%	1%	1%	-5%	-0.4%
Cc1ccc(NC(=O)C2C3C=CC4(CN(Cc5cccnc5)C(=O)C24)O3)cc1 (stereo not drawn)	-2%	2%	-0.3	i	42%[activator]	6%	2%	18%	2.3%
c1ccc(N2CCN(c3nc4ccccc4n4nnnc34)CC2)cc1	-7%	36%	0.8	i	26%	nt	5%	90%[activator]	3.4%
COC(=O)c1ccc(NC(=S)NCC2CC2)cc1	-5%	-5%	-2.0	i	nt	?	7%	?	5.0%
CNc1nc(-c2ccccc2)nnc1C(F)(F)F	-4%	-36%	-0.3	i	23%	?	4%	-9%	4.9%
CCOC(=O)C1CCN(C(=O)c2ccc(S(=O)(=O)Nc3ccccc3OC)cc2)CC1	-13%	5%	1.0	i	-10%	?	4%	1%	0.3%
COc1ccc(CCN2CC(C(=O)N(C)Cc3ccc(C)o3)CCC2=O)cc1 (stereo not drawn)	1%	-13%	-2.2	i	55%[activator]	?	-1%	3%	3.0%
Cc1cc(Nc2nc3c(c(=O)n(C)c(=O)n3C)n2C)n(-c2ccc(Cl)cc2)n1	-2%	14%	3.4	?	-12%	nt	0%	10%	0.4%
